TRPC4 act: activators of mouse TRPC4 channel; HEK293 TRPC4beta/mu-opioid, Fluo4 calcium fluorescence; active compounds read high; B-score at 10 µM; actives 0.49% (n = 310,000);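 active = B-score above 5 SD of library B-scores, and initial fluorescence ratio not above library mean plus 5 SD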;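 note: positive B-score marks a calcium rise read as TRPC4 activation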
Target sequence (Q9QUQ5 whole entry, looked up): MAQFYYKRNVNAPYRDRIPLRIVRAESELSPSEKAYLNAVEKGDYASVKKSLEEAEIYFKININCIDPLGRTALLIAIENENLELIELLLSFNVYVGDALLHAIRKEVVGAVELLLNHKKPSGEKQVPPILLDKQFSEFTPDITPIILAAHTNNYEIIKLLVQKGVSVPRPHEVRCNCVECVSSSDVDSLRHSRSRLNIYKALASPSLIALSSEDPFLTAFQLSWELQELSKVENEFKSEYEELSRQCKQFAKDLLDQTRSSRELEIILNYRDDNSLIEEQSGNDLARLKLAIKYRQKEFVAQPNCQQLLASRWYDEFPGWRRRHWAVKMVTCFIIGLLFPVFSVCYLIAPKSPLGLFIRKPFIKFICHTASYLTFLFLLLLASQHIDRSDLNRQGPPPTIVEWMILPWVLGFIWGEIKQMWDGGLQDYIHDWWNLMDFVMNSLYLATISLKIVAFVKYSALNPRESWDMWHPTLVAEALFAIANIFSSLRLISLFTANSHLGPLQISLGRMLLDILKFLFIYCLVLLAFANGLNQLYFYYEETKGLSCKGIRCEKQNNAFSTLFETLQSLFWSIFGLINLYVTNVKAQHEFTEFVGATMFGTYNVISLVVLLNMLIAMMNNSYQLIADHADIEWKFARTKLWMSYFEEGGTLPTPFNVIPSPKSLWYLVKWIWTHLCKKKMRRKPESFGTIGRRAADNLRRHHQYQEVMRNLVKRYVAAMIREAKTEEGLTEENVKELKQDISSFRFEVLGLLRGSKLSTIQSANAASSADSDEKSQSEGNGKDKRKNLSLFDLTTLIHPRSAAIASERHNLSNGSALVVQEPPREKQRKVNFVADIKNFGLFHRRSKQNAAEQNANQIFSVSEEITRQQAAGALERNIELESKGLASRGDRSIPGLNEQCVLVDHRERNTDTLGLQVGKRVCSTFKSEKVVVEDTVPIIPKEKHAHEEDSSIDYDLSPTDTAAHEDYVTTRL
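Test system: HEK293 cells stably co-expressing mouse TRPC4beta and mu-opioid receptor | Schedule: Fluo4 dye loading 45 min at room temperature, 110 s recording | Measured by: Kinetic Fluo4 calcium fluorescence, 5 s baseline at 1 Hz | Evaluation: B score of integrated ratio | Controls: Buffer (low) and maximal DAMGO (high)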
TRPC4 potent: allosterically enhances the mouse TRPC4 cation channel | Q9QUQ5 | HEK293 TRPC4beta/mu-opioid, DAMGO EC20, Fluo-4 Ca2+ flux; active compounds read high | B-score at 10 µM | actives 0.42% (n = 310,000) | AID 2227;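 active = B-score of calcium response area above 5 SD of library B-scores, with initial fluorescence ratio within 5 SD of library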;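 note: B-score of integrated fluorescence ratio over time as area under calcium response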
TMEM16A act: mouse TMEM16A channel activation, primary screen; HEK293 TMEM16A/YFP-H148Q/I152L, iodide quench fluorescence; active compounds read low; actives 0.3% (n = 340,000); AID 623877; B-score at 10 µM;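 active = fluorescence-ratio B-score plate-corrected deviation score at least 3 library SD below zero, with starting fluorescence score within 5 deviations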;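 note: channel opened by trigger with iodide after compound preincubation; score built on the fluorescence ratio of max minus min over baseline; more negative score means more quench and so TMEM16A activation or potentiation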
TRPC4 block: TRPC4 (mouse) channel inhibition; Q9QUQ5; HEK293 TRPC4beta/mu-opioid, DAMGO-evoked Fluo4 calcium flux; active compounds read low; B-score at 10 µM; actives 0.39% (n = 300,000); AID 2247;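 active = B-score over 3 SD under the library average, no early fluorescence shift, positive overall ratio signal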
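Test system – stable TRPC4beta/mu-opioid receptor HEK293 cells · Probe or stimulus – DAMGO, a submaximal dose followed by a maximal one · Dosing – one concentration per compound · Signal – Fluo4 calcium fluorescence by kinetic imaging, 5 s 1 Hz baseline · Evaluation – per-well B score of integrated baseline-normalized Fluo4 ratio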
MrgX1 antag: antagonists of human MrgX1 receptor; AID 588676; Q96LB2; B-score at 10 µM; actives 1.3% (n = 310,000); MRGX1-HEK293 calcium flux, Fluo-4, BAM8-22 antagonism; active compounds read low;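 active = calcium-response B-score plate-corrected more than 3 library SD below zero, starting fluorescence within 5 deviations, no agonist response on first addition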;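 note: peak minus trough fluorescence over baseline after final BAM8-22 challenge near maximal dose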
SKKanGAS inh: blocks kanamycin growth of S. pyogenes SKKanGAS strain | BacTiter-Glo, 6 h | inhibition, % at 7.5 µM | actives 1.3% (n = 300,000);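 active = mean replicate score, as percent of positive control median, at least 50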;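 note: strain carries kanamycin resistance gene driven by streptokinase promoter and grows in 40 µg/ml kanamycin; loss of luminescence reflects streptokinase promoter inhibition or plain growth inhibition; 0% = median of DMSO wells and 100% = positive control at its reference dose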
ANO1 block: inhibitors of mouse TMEM16A calcium-activated chloride channel. HEK293 TMEM16A/YFP iodide influx fluorescence, ionomycin. normalized B-score (activity score, 25-100; higher = stronger inhibition) at 10 µM. actives 1.2% (n = 310,000);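 active = ratio plate-corrected score three or more library SD toward inhibition, starting fluorescence score within five deviations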;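 note: score derived from kinetic fluorescence span divided by baseline fluorescence per well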
TRPC6 activator: activators of mouse TRPC6 channel | HEK293-TRPC6 membrane potential dye fluorescence; active compounds read high | AID 2550 | actives 0.13% (n = 310,000) | B-score at 10 µM;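 active = B-score of the integrated fluorescence ratio above library mean plus 3 SD, and starting fluorescence ratio within library mean plus 5 SD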;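 note: higher score means more depolarization so channel activation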
MrgX1 PAM: allosterically activates human MrgX1 receptor signaling; Q96LB2; MrgX1-HEK293, Fluo-4 calcium flux, FDSS; active compounds read high; B-score at 10 µM; actives 0.63% (n = 310,000); AID 588675;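 active = plate-corrected calcium response at least 3 library SD above typical, normal starting fluorescence, not activating the receptor alone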;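 note: compound read alongside a low EC10 to EC30 dose of BAM8-22 agonist; peak minus trough fluorescence over baseline measured at the second addition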
MrgX1 agonist: agonists of human MrgX1 receptor | B-score at 10 µM | actives 0.44% (n = 310,000) | MrgX1-HEK293 cells, Fluo-4 calcium fluorescence, agonist mode; active compounds read high | Q96LB2;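 active = calcium response B-score plate-corrected fluorescence ratio at least 3 library SD, with starting fluorescence B-score inside 5 SD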
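Material: MrgX1-expressing HEK293 cells; input: 15,000 cells per well; doses: test compound given as first of three sequential additions; schedule: overnight plating before 1 h dye loading; technique: Fluo-4 NW calcium-flux fluorescence, kinetic read; evaluation: baseline-normalised fluorescence change ratio, B-scored; control set: plate-wise positive and negative controls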
TRPC6 inh: mouse TRPC6 channel inhibition; Q61143; B-score at 10 µM; actives 1.1% (n = 310,000); HEK293-TRPC6, membrane potential dye, ACh-evoked depolarization; active compounds read low; AID 2553;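 active = B-score under library mean minus 3 SD, initial fluorescence not abnormally high, positive integrated signal ratio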;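 note: B-score derived from integrated fluorescence ratio over the kinetic read; more negative B-score means stronger inhibition of depolarization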
Active calls of the source: *; i = inactive; x = not tested or not shown.

SMILES	TRPC4 act	TRPC4 potent	TMEM16A act	TRPC4 block	MrgX1 antag	SKKanGAS inh	ANO1 block	TRPC6 activator	MrgX1 PAM	MrgX1 agonist	TRPC6 inh
COc1ccc(NC(=O)c2cccnc2Cl)c(S(=O)(=O)N2CCOCC2)c1	i	i	i	i	i	12.0	i	i	i	i	i
O=S(=O)(NCCc1cn2ccccc2n1)c1ccc(-c2ccccc2)cc1	i	i	i	i	i	-3.1	i	i	i	i	i
O=C(NC(=O)c1c(F)cccc1F)O/N=C1\CCCc2occc21	i	i	i	i	i	9.1	i	i	i	i	i
COC(=O)c1sc(-c2ccc(Cl)cc2)cc1NC(=O)/C=C/C(=O)O	i	i	i	i	i	17.4	i	i	i	i	i
O=C(Cc1ccc(Br)cc1)NCCCn1ccnc1	i	i	i	i	i	4.1	i	i	i	i	i
Cc1ccc(-n2c(CCc3nc4ccccc4[nH]3)n[nH]c2=S)cc1	i	i	i	i	i	-5.0	i	i	i	i	i
Cc1nn(C(C)C(=O)NC2C(=O)N3C(C(=O)O)=C(CSc4nnnn4C)CSC23)cc1Cl (stereo not given)	i	i	i	i	i	100.0*	i	i	i	i	i
CCOC(=O)N1CCC(NC(=O)C2CCN(S(=O)(=O)N3CCCC3)CC2)CC1	i	i	i	i	i	1.7	i	i	i	i	i
Oc1ccc(C(=S)N2CCCC2)cc1	i	i	i	i	i	0.7	i	i	i	i	i
Nc1c2nc(-c3ccccc3)[nH]c(=O)c2nc(=O)n1-c1ccccc1	i	i	i	i	i	-7.0	i	i	i	i	i
COc1cc(/C=C2\C(=N)N3N=C(C)SC3=NC2=O)cc(OC)c1OCCOc1ccccc1C	i	i	i	i	i	5.0	i	i	i	i	i
C/C(=N\Nc1ccc2nncn2n1)c1cccs1	i	i	i	i	i	6.3	i	i	i	i	i
CC(=O)c1ccc(OCC(O)CN2CCN(S(=O)(=O)c3c(C)cc(C)cc3C)CC2)cc1 (stereo not given)	i	22*	i	i	i	0.4	i	i	i	i	i
O=C(NNc1ccccc1)C(CCO)C(=O)NNc1ccccc1	i	i	i	i	i	5.1	i	i	i	i	i
CC(=O)c1sc2nc(SCC(=O)NCCc3ccccc3)[nH]c(=O)c2c1C	i	i	i	i	i	9.0	i	i	i	i	i
Cc1ccc(CN2CCN(CC(=O)N/N=C/c3ccccc3F)CC2)cc1	i	i	i	i	i	19.0	i	i	i	i	i
CCOc1ccc(/C=C/C(=O)C(C(N)=O)=C2SCCS2)cc1	i	i	i	i	i	2.8	i	i	i	i	i
COc1ccc(C(=O)Nc2cccnc2)cc1S(=O)(=O)N1CCOCC1	i	i	i	i	i	0.6	i	i	i	i	i
CCC(C)NC(=O)CCCCCn1c(=O)[nH]c2cc(OC)c(OC)cc2c1=O (stereo not given)	i	i	i	i	i	-0.7	i	i	i	i	i
COc1cc(C(=O)N2CCN(C(=O)c3cccc4ccccc34)CC2)cc(OC)c1OC	i	i	i	i	i	-0.5	i	i	i	i	i
O=C1CC2(CCCCC2)Oc2ccc(OCC(=O)N3CCOCC3)cc21	i	i	i	i	i	-4.3	i	i	i	i	i
CC1(C)C(=O)Nc2ccccc2N1C(=O)COc1cccnc1[N+](=O)[O-]	i	i	i	i	i	4.8	i	i	i	i	i
COc1cc(C2Nc3cccc4cccc(c34)N2)cc(OC)c1OC(C)=O	i	i	i	i	i	4.0	i	i	i	i	i
O=C(Cn1cccc(C(F)(F)F)c1=O)c1ccc(Cl)cc1	i	i	i	i	i	0.5	i	i	i	i	i
Cc1cc(C)c[n+](-c2nc3ccccc3nc2[N-]S(=O)(=O)c2ccc(Br)s2)c1	i	i	i	i	i	2.9	i	i	i	i	i
COCCCNC(=O)c1c(NC(=O)C2COc3ccccc3O2)sc2c1CCCC2 (stereo not given)	i	i	i	i	i	-10.9	i	i	i	i	i
O=C(COc1ccccc1Cl)NCc1ccccc1	i	i	i	i	i	-0.8	i	i	i	i	i
CCCn1c(CC)nc([N+](=O)[O-])c1S(=O)(=O)c1ccccc1	i	i	i	i	i	10.5	i	i	i	i	i
CC(C)(C)OC(=O)NCCCCCc1nnc(SCc2ccc(F)cc2)o1	i	i	i	i	i	8.4	i	i	i	i	i
CCCCOP(=O)(OCCCC)C(Nc1ccccc1)c1ccc2c(c1)OCO2 (stereo not given)	i	i	i	i	i	40.5	i	i	i	i	i
CCN(CC)C(=S)Nc1ccc2nc3n(c(=O)c2c1)CCCCC3	i	i	i	i	i	x	i	i	i	i	i
CC(Oc1ccccc1)C(=O)NNC(=O)c1cccs1 (stereo not given)	i	i	i	i	i	-1.4	i	i	i	i	i
Cc1cc(NC(=O)c2ccc(Cl)c([N+](=O)[O-])c2)no1	i	i	i	i	i	1.7	i	i	i	i	i
CN(C(=O)COc1ccccc1)C1CCS(=O)(=O)C1 (stereo not given)	i	i	i	i	i	-6.3	i	i	i	i	i
Nn1c(C2COc3ccccc3O2)n[nH]c1=S (stereo not given)	i	i	i	i	i	1.9	i	i	i	i	i
CCC(c1nnc(SCC(=O)N2CC(=O)Nc3ccccc32)n1Cc1ccccc1)N(C)C (stereo not given)	i	i	i	i	i	0.4	i	i	i	i	i
CC(=O)Nc1ccc(NC(=O)CCCn2cnc3ccccc3c2=O)cc1	i	i	i	i	i	-0.8	i	i	i	i	i
CCCCNc1c(-c2ccc(OC)c(SC3CCCCC3)c2)nc2cnccn12	i	i	i	i	i	103.9*	i	i	i	i	i
CN(C)c1ccc(/C=N/NC(=O)CCCO)cc1	i	i	i	i	i	-6.6	i	i	i	i	i
Cc1ccc2c(c1)C1CN(C)CCC1N2C(=O)c1ccccc1NS(=O)(=O)c1cccc(C(F)(F)F)c1 (stereo not given)	i	i	i	i	i	-0.7	i	i	i	i	i
CC1CCN(C2CC(=O)N(c3ccc(Br)cc3Br)C2=O)CC1 (stereo not given)	i	i	i	i	i	-7.6	i	i	i	i	i
CCOC(=O)CSc1nc(NC#N)nc(N(CC)CC)n1	i	i	i	i	i	11.2	i	i	i	i	i
Fc1ccc(CSc2nnc3ccc(-c4ccncc4)nn23)cc1	i	i	i	i	i	-8.0	i	i	i	i	i
CC1CN/C(=C\C(=O)c2ccc(Br)cc2)C(=O)N1 (stereo not given)	i	i	i	i	i	-20.0	i	i	i	i	i
Cc1ccc2[nH]c(=O)c(CN3CCCCC3)c(-c3ccccc3)c2c1	i	i	i	i	i	-3.8	i	i	i	i	i
O=C(O)c1ccc(Cl)c(N2C(=O)Nc3ccccc3N2O)c1	i	i	i	i	i	-1.3	i	i	i	i	i
Nc1nc(=S)[nH]c2c1C1(CCCCC1)Cc1ccccc1-2	i	i	i	i	i	2.2	i	i	i	i	i
Cc1ccc(S(=O)(=O)NCC(=O)N(CCc2ccccc2)CC(=O)NCc2ccco2)cc1	i	i	i	i	x	8.3	x	i	x	x	i
N/C(=N\OC(=O)c1cccc(Br)c1)c1ccccn1	i	i	i	i	i	-4.1	i	i	i	i	i
COC(=O)c1sccc1NC(=S)N1CCN(c2cc(C)ccc2C)CC1	i	i	i	i	i	5.6	i	i	i	i	i

Following part.
SMILES	TRPC4 act	TRPC4 potent	TMEM16A act	TRPC4 block	MrgX1 antag	SKKanGAS inh	ANO1 block	TRPC6 activator	MrgX1 PAM	MrgX1 agonist	TRPC6 inh
Cc1ccc2cc(CN(CC3CCCO3)C(=S)NCc3ccco3)c(=O)[nH]c2c1C (stereo not given)	i	i	i	i	i	-3.6	i	i	i	i	i
O=C1NC(=O)/C(=C/c2cc3c(cc2Br)OCO3)S1	i	i	i	i	i	42.4	i	i	i	i	i
COc1cc(OC)cc(C(=O)NC2=NCCS2)c1	i	i	i	i	i	-3.6	i	i	i	i	i
Cc1ccc2nc(C)c(C(=O)N/N=C/c3cccc([N+](=O)[O-])c3)cc2c1	i	i	i	i	i	0.2	i	i	i	i	i
Cc1ccccc1NC(=O)c1ccc2snnc2c1	i	i	i	i	i	2.9	i	i	i	i	i
COc1cccc(OCC(=O)NNC(=O)c2ccc3ccccc3c2)c1	i	i	i	i	i	-3.1	i	i	i	i	i
CC(C)(C)C(=O)NC(c1ccccc1)c1c(O)ccc2ccccc12 (stereo not given)	i	i	i	i	i	6.2	i	i	i	i	i
COc1ccc(-c2nc(CS(=O)(=O)CC(=O)NCc3cccc(F)c3)c(C)o2)cc1	i	i	i	i	i	-9.2	i	i	i	i	i
CCCn1c2ccccc2c2nnc(SCC(=O)OCC)nc21	i	i	i	i	i	-3.5	i	i	i	i	i
COc1ccc(-c2c(C(F)(F)F)oc3c(CN4CCN(C)CC4)c(O)ccc3c2=O)cc1	i	i	i	i	i	-4.4	i	i	i	i	i
Cc1ccc(NC(=O)CN(C)S(=O)(=O)c2cccs2)cc1C	i	i	i	i	i	3.0	i	i	i	i	i
CC1CCc2c(C(=O)NCCN3CCOCC3)csc2C1 (stereo not given)	i	i	i	i	i	-8.1	i	i	i	i	i
FC(F)(F)c1nc2nncn2c2c1CCCCC2	i	i	i	i	i	0.3	i	i	i	i	i
O=C(Nc1c(C(=O)N2CCN(c3ccccn3)CC2)oc2ccccc12)c1ccc([N+](=O)[O-])cc1	i	i	i	i	i	12.5	i	i	i	i	i
COc1ccccc1N1CCN(c2cc(=O)n(-c3ccc(Br)cc3)c(=O)[nH]2)CC1	x	x	i	x	i	x	i	x	i	i	x
Oc1ccc(Nc2nc(-c3ccccc3F)nc3ccccc23)cc1	i	i	i	i	i	7.6	i	i	i	i	i

Compound profiles (already shown). Screens in order: TRPC4 act, TRPC4 potent, TMEM16A act, TRPC4 block, MrgX1 antag, SKKanGAS inh, ANO1 block, TRPC6 activator, MrgX1 PAM, MrgX1 agonist, TRPC6 inh
FC(F)(F)c1nc2nncn2c2c1CCCCC2 is listed as i, i, i, i, i, 0.3, i, i, i, i, i
O=C(Nc1c(C(=O)N2CCN(c3ccccn3)CC2)oc2ccccc12)c1ccc([N+](=O)[O-])cc1 is listed as i, i, i, i, i, 12.5, i, i, i, i, i

Random draw from the library; 6.7% or so of the library scored in one or more.
